PvdQ acylase: P. aeruginosa PvdQ acylase inhibition | purified PvdQ acylase, fluorescence plate reader | inhibition, % at 10 µM | actives 0.063% (n = 340,000); in the data active means inhibition above about 30%, passing the limit was not always enough;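 further: 0% = vehicle neutral wells and 100% = reference inhibitor wells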
MITF TRPM1 HTS: MITF TRPM1 promoter activation in melanoma cells; SK-MEL-5 TRPM1-promoter luciferase, 24 h; % of positive control, neutral wells = 0; activation, % at 12.5 µM; actives 0.75% (n = 300,000); AID 588334;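 active means mean activation of at least 80% with every replicate also reaching 80%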;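 further: 0% = neutral control wells and 100% = parthenolide positive control wells; values of inactives mirror those of a sister screen read the other way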
SR-BI DiI inh: mouse SR-BI HDL lipid transfer inhibition | Q61009 | ldlA[mSR-BI] CHO cells, DiI-HDL uptake fluorescence, 3 h | inhibition, % at 12.5 µM | actives 0.96% (n = 320,000) | AID 488896;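 active means mean replicate inhibition of at least 70% and a set share of replicates each scoring 70 or more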;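 further: 0% = median of neutral control wells and 100% = median of positive control wells; values of inactives mirror those of a sister screen read the other way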
CDK5 p35 inh: inhibitors of human CDK5/p35 kinase; Recombinant CDK5/p35, ADP-Glo luminescence, 60 min; inhibition, % at 10 µM; actives 0.01% (n = 330,000);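 active means highest replicate inhibition of at least 50% and at least 75% of replicates reaching 50%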;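 further: plate controls were DMSO neutral control for no effect and GW8510 at 10 µM for full effect; many of its hits are not listed in these tables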
HTR5A inv ctr: inverse agonist of human HTR5A in OPRM1-OPRD1 counter-screen; HTR5A cell line, luminescence, inverse agonism; actives 0.083% (n = 340,000); inhibition, % at 9.3 µM; AID 504634; in the data active means inhibition mostly above about 23%, no sharp cut-off; inactive means mostly below about 18%;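 further: 0% = cells with DMSO and 100% = no-cell wells with DMSO; some compounds called inactive have numbers as strong as hits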
Target sequence (P47898 whole entry, looked up): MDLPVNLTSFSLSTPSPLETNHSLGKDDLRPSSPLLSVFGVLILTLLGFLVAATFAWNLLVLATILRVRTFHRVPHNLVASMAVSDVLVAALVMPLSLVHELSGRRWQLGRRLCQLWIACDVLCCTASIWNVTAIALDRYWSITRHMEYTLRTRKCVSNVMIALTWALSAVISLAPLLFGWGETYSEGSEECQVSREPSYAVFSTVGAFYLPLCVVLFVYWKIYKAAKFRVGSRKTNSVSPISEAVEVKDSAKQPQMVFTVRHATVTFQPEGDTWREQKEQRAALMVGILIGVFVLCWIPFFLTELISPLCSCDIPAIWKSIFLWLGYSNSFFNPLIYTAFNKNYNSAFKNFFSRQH
HTR5A ag ctr: counter-screen for OPRM1-OPRD1 agonists: human HTR5A agonism; P47898; HTR5A agonist assay, luminescence, cell-based; activation, % at 9.3 µM; actives 0.61% (n = 340,000); AID 504692; in the data active means activation mostly above about 9.5%, no sharp cut-off; inactive means mostly below about 7.6%;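 further: 0% = cells with vehicle only and 100% = reference agonist; strong numbers were not always called active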
NSD2 inh: NSD2 (human) methyltransferase inhibition | actives 0.54% (n = 310,000) | inhibition, % at 12.5 µM | NSD2 peptide methylation, AlphaScreen, 120 min | AID 743445; in the data active means inhibition above about 50%
V-ATPase pH: yeast V-ATPase proton transport regulation by pHLuorin. S. cerevisiae, pHLuorin cytosolic pH fluorescence. response, % at 10 µM. actives 0.37% (n = 350,000); in the data active means response mostly above about 7.3%, no sharp cut-off; inactive means mostly below about 5.4%; further: actives read high; inactives centre near 0; some compounds called inactive have numbers as strong as hits; reference of the scale not given here
dFosB activator: enhances mouse delta FosB homodimer DNA binding; P13346; actives 0.99% (n = 340,000); activation, % at 25 µM; purified delta FosB, TAMRA-CDK5 oligo fluorescence polarization; percent of positive-control signal above neutral wells; AID 493131;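 active means mean activation above about 17%, with every replicate also reaching it, limit read from the data, passing the limit was not always enough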;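 further: fluorescence polarization rise as delta FosB binds a TAMRA Cdk5 AP-1 oligo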
Target sequence (P13346 whole entry, looked up): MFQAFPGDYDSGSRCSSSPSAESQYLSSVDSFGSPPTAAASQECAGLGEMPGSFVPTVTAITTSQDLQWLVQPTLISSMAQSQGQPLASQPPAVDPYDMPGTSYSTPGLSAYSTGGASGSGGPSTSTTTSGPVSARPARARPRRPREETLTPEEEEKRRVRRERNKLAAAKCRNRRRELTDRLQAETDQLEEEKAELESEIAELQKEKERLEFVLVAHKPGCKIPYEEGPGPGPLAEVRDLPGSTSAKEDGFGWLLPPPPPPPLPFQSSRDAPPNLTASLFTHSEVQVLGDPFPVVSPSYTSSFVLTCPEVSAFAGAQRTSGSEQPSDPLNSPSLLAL
Wnt act: Wnt/beta-catenin pathway activation; actives 1.2% (n = 300,000); AID 743398; Wnt/beta-catenin reporter cell assay, activator, plate reader; activation, % at 9.35 µM; in the data active means activation above about 30%, passing the limit was not always enough;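 further: 0% = neutral control wells and 100% = positive control wells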
Numbers without * were called inactive; nt = not tested or not shown; & = joins results of further samples.

SMILES	PvdQ acylase	MITF TRPM1 HTS	SR-BI DiI inh	CDK5 p35 inh	HTR5A inv ctr	HTR5A ag ctr	NSD2 inh	V-ATPase pH	dFosB activator	Wnt act
CSCC(NS(=O)(=O)c1ccc(C)cc1)C(=O)O (centres undefined)	-15	12	-47	-0.9	-3	1	-4	-1	0	-1
Cc1nnc(Sc2nc3ccccc3o2)c2ccccc12	-3	25	1	1.1	9	-4	nt	-1	4	nt
O=C(C1CCC(CNS(=O)(=O)c2cccs2)CC1)N1CCN(c2ccc(F)cc2)CC1 (centres undefined)	2	-47	34	4.0	-14	1	1	-2	-7	-1
O=S(=O)(NCC(c1ccco1)N1CCN(c2ccccc2)CC1)c1ccc(F)cc1 (centres undefined)	-7	1	-6	-0.8	-14	2	1	1	-16	-2
COC(c1ccccc1)c1nnc(CCC(=O)NCCCc2ccccc2)o1 (centres undefined)	0	18	0	0.2	1	0	-2	3	2	0
Cc1cccc(OCCC(=O)NCC(=O)Nc2c(C)cccc2C)c1	-10	-2	-10	-1.3	-28	-1	2	1	3	0
Cc1ccc(S(=O)(=O)N2CCN(C(C)C(=O)Nc3ccccc3-c3ccccc3)CC2)cc1 (centres undefined)	-5	-5	10	-0.2	-2	1	0	-1	-2	-3
COc1ccc(CC(=O)Nc2ccc(S(=O)(=O)N3CCCCC3)cc2)cc1OC	18	-5	6	-1.9	-5	8	2	-3	-12	-2
CC(C)NC(=O)NC(=O)CSc1ccc(S(=O)(=O)N2CCCC2)cn1	-12	6	-14	-2.1	23	-9	2	2	-3	0
O=C(NCCN1CCOCC1)/C(=C/c1ccc(Cl)cc1)NC(=O)c1ccccc1	-9	2	-9	0.5	-2	0	-4	1	-10	-1
Cc1cc(O)ccc1N/C=C1\CCCC1=O	-8	2	6	-0.4	-10	4	27	2	-12	0
Cc1ccc(C(=O)N2CCCC2)cc1Br	-11	12	13	-0.1	-24	2	1	-1	-6	-2
Nc1oc2ccccc2c(=O)c1-c1ccc2c(c1)OCO2	21	40	-22	0.4	2	0	-1	0	3	8
CC1CCN(C(=O)C2CCCN2S(=O)(=O)c2ccc(Cl)cc2)CC1 (centres undefined)	-5	-11	-9	-4.0	-2	-5	-1	7	-5	0
O=C(N/N=C/c1cc(Cl)cc([N+](=O)[O-])c1O)C(O)(c1ccccc1)c1ccccc1	-6	nt	78*	-2.5	22	-6	41	-2	-3	1
Cc1cc2ncn(C(=O)N3CCCCCC3)c2cc1C	-15	31	10	-0.2	15	-3	18	-2	-6	5
CC1=NNC(=O)C1CC(=O)N/N=C(\C)c1ccco1 (centres undefined)	-6	12	-26	2.2	-5	2	0	0	-2	-8
CC1=[N+](C)c2ccc3ccccc3c2C1(C)C	-1	-41	-223	0.3	-37	13*	14	-1	-7	-4
Cc1cc(=O)n2nc(N3CCC(C(=O)N4CCN(Cc5ccccc5)CC4)CC3)sc2n1	-12	14	-2	-1.1	-3	1	31	-2	-5	nt
N#Cc1c(Cl)nsc1NCCN1CCOCC1	2	0	5	1.5	-8	2	6	2	9	-2

An excerpt taken from the entries so far:
SMILES	PvdQ acylase	MITF TRPM1 HTS	SR-BI DiI inh	CDK5 p35 inh	HTR5A inv ctr	HTR5A ag ctr	NSD2 inh	V-ATPase pH	dFosB activator	Wnt act
O=S(=O)(NCC(c1ccco1)N1CCN(c2ccccc2)CC1)c1ccc(F)cc1 (centres undefined)	-7	1	-6	-0.8	-14	2	1	1	-16	-2
COC(c1ccccc1)c1nnc(CCC(=O)NCCCc2ccccc2)o1 (centres undefined)	0	18	0	0.2	1	0	-2	3	2	0
Cc1cccc(OCCC(=O)NCC(=O)Nc2c(C)cccc2C)c1	-10	-2	-10	-1.3	-28	-1	2	1	3	0
Cc1ccc(S(=O)(=O)N2CCN(C(C)C(=O)Nc3ccccc3-c3ccccc3)CC2)cc1 (centres undefined)	-5	-5	10	-0.2	-2	1	0	-1	-2	-3
COc1ccc(CC(=O)Nc2ccc(S(=O)(=O)N3CCCCC3)cc2)cc1OC	18	-5	6	-1.9	-5	8	2	-3	-12	-2
CC(C)NC(=O)NC(=O)CSc1ccc(S(=O)(=O)N2CCCC2)cn1	-12	6	-14	-2.1	23	-9	2	2	-3	0
O=C(NCCN1CCOCC1)/C(=C/c1ccc(Cl)cc1)NC(=O)c1ccccc1	-9	2	-9	0.5	-2	0	-4	1	-10	-1
Cc1cc(O)ccc1N/C=C1\CCCC1=O	-8	2	6	-0.4	-10	4	27	2	-12	0
Cc1ccc(C(=O)N2CCCC2)cc1Br	-11	12	13	-0.1	-24	2	1	-1	-6	-2
Nc1oc2ccccc2c(=O)c1-c1ccc2c(c1)OCO2	21	40	-22	0.4	2	0	-1	0	3	8

(listing goes on)
SMILES	PvdQ acylase	MITF TRPM1 HTS	SR-BI DiI inh	CDK5 p35 inh	HTR5A inv ctr	HTR5A ag ctr	NSD2 inh	V-ATPase pH	dFosB activator	Wnt act
CCCOc1ccc(N2CC(C(=O)NC3=NCCS3)CC2=O)cc1 (centres undefined)	7	-9	-7	3.4	-1	1	49	-4	-7	-1
CC(/C=C1\SC(=S)N(c2ccc(C(=O)O)cc2)C1=O)=C\c1ccccc1	-10	-13	nt	-1.3	2	1	nt	-2	-12	8
CCN(CC)C(=O)COc1ccc(/C(C)=N/NC(=O)c2ccccc2-n2cccc2)cc1	-8	6	19	0.5	-10	3	5	-2	-4	2
CCCNC(=O)COC(=O)c1cc2c(=O)n3ccccc3nc2s1	-6	17	-42	-0.9	-3	1	-3	8	3	nt
CCCn1cnc2c(=O)oc3ccccc3c21	3	-7	5	0.1	11	-4	7	4	-3	-1
COCCn1c(C)cc(C(=O)COC(=O)/C=C/c2ccc(OC)cc2OC)c1C	-7	-14	31	-0.3	-12	3	1	-3	-1	-5
COc1cccc(Nc2nc(-c3cccc(N4C(=O)c5ccccc5C4=O)c3)cs2)c1	8	21	91*	-0.3	10	7	-5	-5	-10	17
COc1ccc(C23CC4CC(CC(C4)C2)C3)cc1C(=O)NCCN(C)C	-5	nt	-38	-0.5	6	-2	6	2	11	-4
O=C(CSc1ccccc1)Nc1ccc2c(c1)C(=O)NC2=O	2	-4	-9	0.3	0	0	nt	-2	-7	-2
O=c1oc2ccccc2cc1-c1ccc(O)cc1	6	37	17	2.0	3	-1	-5	3	2	14
Cc1ccc(C(=O)NC(=S)Nc2ccc(-c3cc4ccccc4oc3=O)cc2)c(C)c1	-5	-38	82*	-2.7	-11	4	-1	6	3	-2
Cc1ccccc1OCC(=O)N/N=C1\CCOc2c(C)cccc21	-16	50	1	-1.5	9	0	0	-3	1	10
CC(C)(C)OC(=O)C[C@H]1C/C=C\C[C@@H](CC(=O)N(CCO)Cc2ccccc2)C(=O)N2CCC[C@@H]2COC1=O	-16	7	-12	-2.1	-2	1	nt	5	-8	1
Cc1cc(C)n2nc(CC(=O)NC3CCCCCCC3)nc2n1	4	-2	-10	1.1	10	-3	-1	5	2	-3
COCc1nnc(NC(=O)c2cccs2)s1	-2	nt	-3	-2.2	-17	1	-2	-3	-4	3
CSCCC(NC(=O)c1ccccc1)C(=O)N1CCN(C(c2ccccc2)c2ccccc2)CC1 (centres undefined)	0	-4	-1	-0.8	-7	-3	1	-2	-3	3
CN1C(=O)C(C)(C)c2cc(S(=O)(=O)N3CCCC(C(=O)Nc4ccc(Cl)cc4)C3)ccc21 (centres undefined)	-13	-1	43	-1.5	-3	1	nt	0	-6	-4
O=C(C[n+]1cn(C(F)F)c2ccccc21)c1ccc(Br)cc1	-4	-4	-10	-2.4	7	-3	nt	5	-7	2
CC1(C)CC(=O)CC(C2(O)C(=O)N(Cc3ccccc3)c3ccccc32)O1 (centres undefined)	-8	1	-4	1.8	16	-6	nt	-7	-7	0
COCCN1Cc2cccc(C(=O)Nc3cccc(C)c3C)c2C1=O	-18	-1	7	-0.5	7	-1	0	3	-5	-2

Looked up one by one from the entries so far:
SMILES	PvdQ acylase	MITF TRPM1 HTS	SR-BI DiI inh	CDK5 p35 inh	HTR5A inv ctr	HTR5A ag ctr	NSD2 inh	V-ATPase pH	dFosB activator	Wnt act
CCN(CC)C(=O)COc1ccc(/C(C)=N/NC(=O)c2ccccc2-n2cccc2)cc1	-8	6	19	0.5	-10	3	5	-2	-4	2
CC(C)(C)OC(=O)C[C@H]1C/C=C\C[C@@H](CC(=O)N(CCO)Cc2ccccc2)C(=O)N2CCC[C@@H]2COC1=O	-16	7	-12	-2.1	-2	1	nt	5	-8	1

Remaining list, next part.
SMILES	PvdQ acylase	MITF TRPM1 HTS	SR-BI DiI inh	CDK5 p35 inh	HTR5A inv ctr	HTR5A ag ctr	NSD2 inh	V-ATPase pH	dFosB activator	Wnt act
O=C(Nc1ccc(N2CCCC2=O)cc1)c1cncc(Br)c1	-9	114*	-6	-2.5	22	-2	-1	3	-2	-2
O=C(CSc1ncccn1)Nc1cc(Cl)ccc1[N+](=O)[O-]	-11	8	-8	-1.8	6	-2	0	3	-2	-1
Cc1cc2[nH]c(=O)c(=O)[nH]c2cc1S(=O)(=O)N(C)C1CCCCC1	22	-3	-2	1.8	5	-2	nt	1	-1	-3
COC(=O)[C@@H]1C[C@H]2CC[C@H](O)C[C@H]2N1Cc1ccc(C)s1	-16	5	-60	-0.4	2	5	nt	0	-10	3
COc1cc(C)c(Br)cc1S(=O)(=O)NCc1cccs1	-5	5	-2	-0.7	12	-5	-2	9	0	1
C=CC[C@H](CC(=O)NCCO)C(=O)NC[C@@H](OC(=O)[C@@H](CC=C)CC(=O)OC(C)(C)C)c1ccccc1	-19	2	3	1.6	-19	9	nt	0	-1	-2
COc1ccccc1N1C[C@@H]2C[C@@H](c3ccco3)N3CCC[C@@]23C1=O	-15	-2	-3	-4.3	8	-3	1	-2	-3	-12
COCc1cc(C(C)=O)ccc1OCC(=O)Nc1ccc(NC(C)=O)cc1	-15	-7	32	0.1	-3	1	-2	-1	0	-2
O=S(=O)(c1ccc(C2CCCCC2)cc1)N1CCCC1	-6	nt	-10	0.0	24	3	-3	-3	2	nt
O=C(CSc1nncs1)Nc1nccs1	-2	2	-9	0.1	-26	-7	-1	0	-3	1
CCc1ccc2[nH]c(C(=O)Nc3ccc(C)c(F)c3)cc2c1	1	nt	30	1.0	0	0	3	1	2	7
Cc1nc(NC(=O)CN2CCN(c3ccccc3F)CC2)sc1C(=O)N(C)C	6	nt	-17	1.6	26	-1	-1	-2	2	0
CC(OC(=O)CCN1C(=O)C2CC=CCC2C1=O)C(=O)Nc1cccc(C#N)c1 (centres undefined)	-8	-6	5	0.9	3	-1	30	-2	-10	-1
Cc1ccc(S(=O)(=O)N2CCC(C(N)=O)CC2)c(C)c1C	0	0	7	-0.3	-5	3	nt	0	-1	-2
c1ccc2c(-n3cnnn3)cccc2c1	-4	nt	nt	0.0	12	-4	-3	4	-4	nt
Nn1c(-c2ccccc2)nc2ccccc2c1=O	-11	0	1	1.4	-33	-1	-5	8	-8	11
Nc1ccc2nc(Cc3ccccc3)[nH]c2c1	-2	18	17	0.7	-3	-2	2	2	-5	-1
COc1ccc(N2CCN(C(=O)c3ccc4ccccc4n3)CC2)cc1	-12	-20	12	-0.2	-3	-4	2	5	-4	0
Cc1nc(SCC(=O)Nc2ccc3c(c2)OCCO3)c2oc3ccccc3c2n1	-11	4	1	-1.0	-28	3	-5	0	0	nt
CC(=O)Nc1ccc(S(=O)(=O)NCCSCc2c(Cl)cccc2Cl)cc1	-15	-13	10	-3.3	4	-1	123*	1	-13	-3&-2
Cc1ccc(NS(=O)(=O)c2c(C(=O)N3CCCCCC3)c(C)n(C)c2C)cc1C	-8	-4	-1	1.6	-13	-1	5	0	-9	-2
